NPYLR7 agonist = activates Aedes aegypti NPYLR7 receptor; HEK293T NPYLR7/Galpha15, GCaMP6s calcium fluorescence; activation, % at 10 µM; hit rate 0.15% among 270,000; AID 1259423; in the data active = activation above about 40%;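 note: 0% = vehicle and 100% = reference agonist at the receptor; some compounds past the cut are filed as inactive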
mcGAS lum = mouse cGAS inhibition by luminescence | inhibition, % at 12.5 µM | hit rate 0.15% among 160,000 | AID 1259399 | Q8C6L5 | recombinant cGAS, Kinase-Glo ATP depletion luminescence;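 note: 0% = negative control wells and 100% = reference inhibitor with no enzyme activity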
hcGAS inh = human cGAS inhibition | inhibition, % at 12.5 µM | hit rate 0.081% among 290,000 | recombinant h-cGAS, ATP depletion, Kinase-Glo luminescence | Q8N884;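 note: 0% = vehicle reaction and 100% = reaction without DNA for no activity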
Target sequence (Q8N884 whole entry, looked up): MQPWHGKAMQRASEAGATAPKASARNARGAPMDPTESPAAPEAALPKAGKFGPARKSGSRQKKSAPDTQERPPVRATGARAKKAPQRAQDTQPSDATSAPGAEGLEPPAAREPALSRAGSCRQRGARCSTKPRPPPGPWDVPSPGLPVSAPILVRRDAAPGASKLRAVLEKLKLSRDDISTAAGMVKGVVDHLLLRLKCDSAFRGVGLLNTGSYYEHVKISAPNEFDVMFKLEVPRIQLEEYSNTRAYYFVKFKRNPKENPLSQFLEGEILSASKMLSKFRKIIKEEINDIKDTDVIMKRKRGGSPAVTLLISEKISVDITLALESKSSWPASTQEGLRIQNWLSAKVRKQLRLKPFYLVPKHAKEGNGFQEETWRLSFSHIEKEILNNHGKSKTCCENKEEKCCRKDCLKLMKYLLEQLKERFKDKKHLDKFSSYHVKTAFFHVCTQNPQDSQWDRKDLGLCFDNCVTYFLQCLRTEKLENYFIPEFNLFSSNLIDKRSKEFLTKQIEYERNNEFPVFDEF
* marks the source's active call; other numbers are inactive results; / = no result given. Cut-off read from the data, not from the text of the source, unless noted: active = inhibition above about 40%; inactive = the rest.

Structure | NPYLR7 agonist | mcGAS lum | hcGAS inh
Cc1cc(C)nc(N2CCN(c3c(Cc4ccccc4)c(C)nc4ncnn34)CC2)n1 | / | 3.3 | 3.5
CC1(C(=O)Nc2ccccc2F)CCN1C(=O)C1(c2ccccc2)CC1 (stereo not drawn) | 3.0 | / | -8.2
Cc1ccccc1OCc1nc(CN(C(=O)c2ccccc2C)C(C)C)cs1 | 15.8 | -5.3 | -4.0
COc1ccccc1NC(=O)c1cc2c(ccc3ccccc32)oc1=O | -5.7 | -0.5 | 1.3
CCCCc1nc(CS(=O)(=O)Cc2cc(Cl)cc3c2OCOC3)cs1 | -3.1 | -9.8 | -6.6
Cc1cccc(Nc2ncnc3c2CN(C(=O)c2sccc2-n2c(C)ccc2C)CC3)c1 | 11.1 | / | -4.2
COc1cc(-c2nc(C=Nc3cc(C)ccn3)c(O)o2)cc(OC)c1OC | 8.2 | -5.5 | -5.1
COc1cccc(C(=O)Nc2nnc(N=Cc3ccc([N+](=O)[O-])s3)s2)c1 | -2.5 | / | -3.3
O=C(Cn1cnc2sc3c(c2c1=O)CCCC3)N1CCCCC1 | 0.4 | / | -6.1
COc1cc(OC)nc(C(NC(=O)C2CCN(Cc3ccc(Oc4ccccc4)cc3)CC2)c2ccccc2C)n1 (stereo not drawn) | -6.8 | -2.8 | -3.7
CC(=O)NCCC1CCCCN1C(=O)Nc1ccc(Oc2ccccc2)cc1 (stereo not drawn) | 12.6 | / | -1.2
Cn1nc(C(=O)NCc2nnc(-c3ccccc3)o2)c2c1CCCC2 | 7.0 | -9.1 | -5.8
COC(=O)Cc1cnc(NC(=O)CN2CCc3c([nH]c4ccccc34)C2)s1 | -3.4 | -14.5 | -3.6
CCc1nnc(-c2cc3ccccc3n2CC(=O)Nc2ccc(OC)c(OC)c2)o1 | -1.3 | -8.8 | -10.8
CN1CCN(c2nc(Nc3ccc(SC(F)F)cc3)c3cnn(-c4ccccc4)c3n2)CC1 | 1.3 | -6.8 | -5.5
CC(=O)NCCC1CN(Cc2nc3c(s2)CCCC3)CCO1 (stereo not drawn) | 2.6 | / | -4.4
CCCc1nc(C)nc(C(=O)N2CCNC(C)C2)c1C(=O)OCC (stereo not drawn) | -0.2 | / | -2.7
COc1cc2c(cc1CNCc1cccnc1-n1cnc3ccccc31)CCC2 | 21.1 | -9.6 | -7.6
CCS(=O)(=O)c1ccc2oc(/C=C/c3ccsc3)nc2c1 | 6.0 | / | -1.4
Cc1nc(C)c(CN2CC[C@@H](c3sccc3C)[C@H](O)C2)s1 | 1.9 | / | -2.6

Random excerpt: 2 entries already listed, in no set order.
Structure | NPYLR7 agonist | mcGAS lum | hcGAS inh
COc1cc(OC)nc(C(NC(=O)C2CCN(Cc3ccc(Oc4ccccc4)cc3)CC2)c2ccccc2C)n1 (stereo not drawn) | -6.8 | -2.8 | -3.7
Cc1cccc(Nc2ncnc3c2CN(C(=O)c2sccc2-n2c(C)ccc2C)CC3)c1 | 11.1 | / | -4.2

Next section
Structure | NPYLR7 agonist | mcGAS lum | hcGAS inh
CN(C)C(=S)Nc1ccc2ccccc2c1 | 36.8 | / | -2.1
CCc1cccc2c(C(CC(=O)N(CCC#N)Cc3cccnc3)c3cccc4c3OCO4)c[nH]c12 (stereo not drawn) | -1.8 | -5.0 | -0.9
CCc1ccc(S(=O)(=O)Nc2cccc(-c3nc4cccnc4s3)c2C)s1 | -1.9 | 0.1 | 2.7
CC1CCN(Cc2nc3c(c(=O)n(C)c(=O)n3C)n2CCCc2ccccc2)CC1 | 7.2 | -6.7 | -4.9
C=CCN1N=C(C)C(C)n2c1nc1c2c(=O)n(CCCC)c(=O)n1C (stereo not drawn) | -0.5 | -3.1 | -0.2
CCOC(=O)N1CCN(C2CCCN(C3CCN(c4ccc5c(c4)CCC5)CC3)C2)CC1 (stereo not drawn) | 15.9 | -4.0 | -0.4
Cc1cc(C)cc(C(=O)Nc2c(C)nc3c(C)cccn3c2=O)c1 | 2.9 | / | -16.7
COc1ccc(OC)c(NC(=O)N2CCC(c3ccc(F)cc3)CC2)c1 | -4.0 | -3.2 | -6.2
CCOc1ccccc1CN(CC)C(=O)c1cnn2cc(C)cnc12 | -19.0 | -1.6 | -1.7
CCOC(=O)CC1=NN(c2ccccc2)C(=O)/C1=C\c1ccc(N(C)C)cc1 | 2.9 | -6.0 | -4.6
CN(Cc1nc(C2CC2)no1)c1nccc(CCC(F)(F)F)n1 | 2.7 | / | -1.3
COCCNCC(=O)N(CCc1c[nH]c2ccccc12)Cc1ccccc1OC | -2.7 | -6.3 | -7.3
COCCCN(CC(=O)N(CCc1c[nH]c2ccccc12)Cc1ccc(Cl)cc1)C(=O)c1ccc(OC)cc1 | / | -5.1 | -0.4
Cc1ccc(-n2nc(C)cc2N/C=C/C(=O)C(F)(F)F)cc1 | 3.7 | / | -5.4
CCn1c(C(=O)N2CCN(C(=O)COc3ccccc3)C(C)C2)cc2ccsc21 (stereo not drawn) | 0.8 | -3.4 | -2.1
CC(C)c1cc(C(=O)NCc2ccco2)nn1-c1nc2ccccc2s1 | 12.6 | -5.9 | -3.5
O=S1(=O)CCC(=NNc2nc3ccccc3s2)c2cc(F)ccc21 | 5.1 | / | -6.1
Cc1nn(C)c(Cl)c1C(=O)Nc1ccc(F)c(S(=O)(=O)N2CCOCC2)c1 | 0.8 | -5.5 | -3.1
O=C(c1ccc(=O)[nH]n1)N1CCC(c2cc(-c3ccccc3Cl)n[nH]2)CC1 | 0.7 | / | -9.7
CCOC(=O)CCc1c(C)nc2ncnn2c1N1CCN(c2ccc(Cl)cc2F)CC1 | 11.9 | -5.7 | -0.4

Later entries:
Values in the order: NPYLR7 agonist, mcGAS lum, hcGAS inh
N#Cc1ccc(N2CCN3C(=O)C(=O)NCC3C2)nc1 (stereo not drawn)
→ 35.7, -14.9, -9.2
O=C(CCc1ccncc1)NCC(O)C12CC3CC(CC(C3)C1)C2 (stereo not drawn)
→ /, -5.6, -11.2
CC(=O)NC(=O)c1cc2cc([N+](=O)[O-])ccc2oc1=Nc1ccc(C)cc1
→ -6.7, /, -1.7
CC(CCO)CNC(=O)CC1CCN(C(=O)OC(C)(C)C)CC1 (stereo not drawn)
→ 3.6, /, 3.4
Cc1ccccc1C1(O)CCN(C(=O)CCC2CCCC2)C1 (stereo not drawn)
→ -2.5, /, -3.4
S=c1n(CN2CCOCC2)nc(-c2ccncc2)n1-c1ccccc1
→ 2.2, /, -0.6
CCOC(=O)C1(Cc2cccc(C(F)(F)F)c2)CCN(Cc2ccc(C#CCCO)cc2)CC1
→ -5.9, -6.0, -2.5
C#CCN(Cc1ccc(F)cc1)C(=O)C1=CN2CCS(=O)(=O)N=C2C=C1
→ 10.3, /, -5.7
CCCCN(CC(=O)N(CCc1c[nH]c2ccccc12)Cc1ccc(F)cc1)C(=O)c1ccc(Br)cc1
→ 19.5, -5.4, -3.0
Cc1nnc(N2C(=O)C(=O)C(=C(O)c3ccc(OC(C)C)cc3)C2c2ccc([N+](=O)[O-])cc2)s1 (stereo not drawn)
→ -2.5, -6.2, -6.1
COc1ccc(C(=O)Nc2ccccc2)c(F)c1
→ 0.1, /, -9.6
COc1ccc(-c2nnc(NC(=O)c3ccco3)s2)cc1OC
→ -8.6, -5.5, -8.2
Cc1cc(NC(=O)C(C)(C)C)sc1C(=O)N1CC(C)CC(C)C1 (stereo not drawn)
→ 7.6, /, -5.1
COc1ccc(CN(C)c2c(C)nc3c(OCC(=O)c4ccc(Cl)cc4Cl)cccn23)cc1
→ 14.9, -4.0, -3.7
NC(=O)CCSc1nnc(-c2cc3ccccc3[nH]2)n1-c1ccccc1
→ 19.8, /, -10.6
COC(=O)c1ccc(NCc2ccc(NS(C)(=O)=O)cc2)c(C)c1
→ 21.2, -15.0, -8.4
CC(C)N(CC1CC2C=CC1C2)C(=O)CCCN1C(=O)CN(C)C1=O (stereo not drawn)
→ -0.6, /, -7.3
COc1cc2ccccc2cc1C(=O)N(CCN(C)C)c1nc2c(C)cccc2s1
→ -3.3, -7.5, -10.2
COc1ccccc1CN1CCCC(CN(CCN(C)C)C(=O)c2cscn2)C1 (stereo not drawn)
→ 9.2, /, -10.4
CC(C)(C)CC(=O)N1CCC(c2nnc(Cn3cccn3)n2C2CC2)CC1
→ /, -5.0, -5.6

As entered above:
hcGAS inh, CC(C)N(CC1CC2C=CC1C2)C(=O)CCCN1C(=O)CN(C)C1=O (stereo not drawn) stands at -7.3
NPYLR7 agonist, CCCCN(CC(=O)N(CCc1c[nH]c2ccccc12)Cc1ccc(F)cc1)C(=O)c1ccc(Br)cc1 stands at 19.5
mcGAS lum, Cc1nnc(N2C(=O)C(=O)C(=C(O)c3ccc(OC(C)C)cc3)C2c2ccc([N+](=O)[O-])cc2)s1 (stereo not drawn) stands at -6.2
hcGAS inh, COc1ccc(C(=O)Nc2ccccc2)c(F)c1 stands at -9.6
mcGAS lum, COc1ccc(-c2nnc(NC(=O)c3ccco3)s2)cc1OC stands at -5.5

Next records follow.
Values in the order: NPYLR7 agonist, mcGAS lum, hcGAS inh
CCCCN(C(=O)C1CCCC1)c1c(N)n(CCC)c(=O)[nH]c1=O
→ 10.1, /, -3.7
Cc1ccc(NC(=O)N(CC(C)(C)O)C(C)C)cc1Cl
→ 5.7, -14.6, -16.1
O=C(C1CCC1)N(Cc1ccc(F)cc1)Cc1ccccc1OS(=O)(=O)c1ccc(F)cc1
→ 15.6, -5.0, -7.8
CC(=O)N1CCN(C(=O)CN2CN(c3ccccc3)C3(CCN(C(=O)C4CC4)CC3)C2=O)CC1
→ 8.6, -5.5, 1.1
CC(C)c1cc(-c2nnc3sc(Cc4ccccc4)nn23)n[nH]1
→ -9.5, /, -4.2
Cc1ncc(CSc2nc(-c3ccccc3)c(C#N)c(=O)[nH]2)c(N)n1
→ 1.0, -5.6, -0.3
CN1C(=O)C2(Nc3ccc(Cl)cc3C(=O)N2C2CC2)c2ccccc21 (stereo not drawn)
→ -2.4, /, 0.9
O=S(=O)(Nc1cccc(N2CCC(NC3CCc4ccccc43)CC2)c1)c1ccc(F)cc1 (stereo not drawn)
→ 3.2, -12.2, -5.7
Cc1ccc2c(-c3cc4c(n(CC5CC5)c3=O)CCN(C(=O)Cc3c(C)noc3C)C4)cccc2n1
→ 16.7, -6.3, -12.5
Cc1cccc(C)c1Nc1c(C2CCCCC2)nc2c(C)cccn12
→ /, -3.0, -3.1
O=C(COCc1ccccc1)N(CC(=O)N1CCc2sccc2C1c1ccc(Cl)cc1Cl)Cc1ccc(F)cc1 (stereo not drawn)
→ -8.4, -5.3, -16.2
O=C(OCc1cn2ccccc2n1)c1cc(=O)c2ccccc2o1
→ 10.2, /, -9.9
COc1ccc(-c2cc3nc(C)cc(NC4CCCCC4)n3n2)cc1OC
→ 0.1, /, -5.0
CCOc1ccccc1N1C(=O)CSC1c1cccc(NC(=O)c2cccc([N+](=O)[O-])c2)c1 (stereo not drawn)
→ /, -9.2, -2.3
Cn1c(CSc2ncccn2)nnc1SCC(N)=O
→ -4.9, /, -7.5
CSc1nc2ccccc2n1CC(=O)NC(c1ccccc1)c1ccccc1
→ 2.9, -7.2, 1.8
Cn1c(=O)c2cc(C(=O)NCc3ccco3)n(Cc3ccco3)c2n(C)c1=O
→ -1.3, -0.2, 0.2
CCCC(=O)Nc1nnc(SCCCOc2ccccc2)s1
→ -3.5, 0.4, 0.0
COC(=O)CCCC(=O)N1CCN(c2nc3ccccc3nc2C)CC1
→ 14.5, -2.8, -3.8
Cc1ccc(Cl)cc1-n1c(SCc2nc(C(=O)N3CCC(n4c(=O)[nH]c5ccccc54)CC3)cs2)nnc1-c1cccnc1
→ 15.1, -5.0, -4.2
CC(C)/C=C/C(=O)N1CCC(N2CCC(C(=O)NCc3ccccn3)CC2)CC1
→ 5.2, /, -5.3
COCc1ccc(CN2CCC(CO)(Cc3cccc(OC)c3)CC2)o1
→ 5.2, /, -12.5
COCCN(Cc1nc2scc(-c3ccc(OC)cc3)c2c(=O)[nH]1)CC(O)c1ccccc1 (stereo not drawn)
→ 11.7, -2.8, -5.8
Cc1cccc(NC(=O)CSc2ccc(-c3ccncc3)nn2)c1
→ -5.1, -5.9, -2.0
Cc1cccc(CSc2cc(C)[nH]c(=O)n2)c1
→ -3.4, -8.2, -5.2
O=C(c1ccc(Cl)nc1)N(Cc1ccco1)Cc1nc2cc(Cl)ccc2o1
→ -8.0, -5.5, -5.9
CC1CCN(C(=O)C[C@@H]2O[C@H](CNC(=O)Nc3ccccc3)[C@@H](O)[C@H]2O)CC1
→ 13.7, -7.4, -3.2
Cn1c2nc(=Nc3ccccc3)n3c(c2c(=O)n1-c1ccccc1)CCCCCC3
→ 12.2, -6.6, -5.4
O=C(C1CC1)N(CC(=O)N1CCc2sccc2C1COc1ccc(Cl)cc1)Cc1ccco1 (stereo not drawn)
→ -1.6, -4.9, -4.7
Fc1ccc(Nc2nc3nonc3nc2N2CCC(Cc3ccccc3)CC2)cc1
→ -8.5, -4.8, -6.3
O=C(C1CCCC1)N(Cc1ccco1)Cc1c(-c2ccc(F)cc2)noc1N1CCOCC1
→ 4.3, -4.6, 1.3
CC(C)Nc1nnc(SCC(=O)N(C)Cc2cccs2)s1
→ 1.0, /, -1.1
CCOC(=O)N1CCN(C2CCCN(C(=O)c3ccc(O)cn3)C2)CC1 (stereo not drawn)
→ 3.7, /, -0.4
O=C(NCC(O)c1ccc(F)cc1F)c1cc2c(s1)CCCCCC2 (stereo not drawn)
→ -5.4, 1.2, 3.9
Cc1cccc(Cn2c(=O)c(C(=O)NCCN(C)C)nn(-c3ccc(F)cc3)c2=O)c1
→ 12.9, -4.1, -3.8
COc1cccc(C(=O)N2CCC(n3nc(C(C)C)cc3C(C)C)CC2)c1C
→ /, -7.0, -6.9
COc1ccc(-c2cn(S(=O)(=O)c3c(F)c(F)c(F)c(F)c3F)nc2N)cc1OC
→ -1.5, 3.7, -0.9
CCC1c2ccsc2CCN1C(=O)c1cccc(S(=O)(=O)N(C)C)c1 (stereo not drawn)
→ 5.8, -4.8, -2.9
CN(C)c1nc(-c2ccccc2)nc2c1CN(C(=O)c1ccccc1Br)CC2
→ 0.2, 0.5, -1.4

Compound activity (PubChem)
